Screening data (PubChem BioAssay)
Cardiac RTF inh – cardiac RTF calcium desensitization; hit rate 0.12% among 340,000; inhibition, % at 7.15 µM; IANBD-labeled cardiac RTF, Ca2+ fluorescence; AID 493244; P19429+P45379;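 active means inhibition above the mean inhibition of all tested compounds plus 3 SD, cut at about 17% in these data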;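 further: assay run at fixed EC70 calcium of 1.6 mM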
Rtt109 Vps75 – inhibitors of Candida albicans Rtt109/Vps75 histone acetyltransferase; purified Rtt109/Vps75, ThioGlo CoA-SH fluorescence, 4 h; inhibition, % at 34.9 µM; hit rate 0.16% among 330,000; AID 540336;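 active means inhibition of at least 50% in every replicate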
CAL PDZ FP-1 – inhibitors of human CAL PDZ peptide binding | Q9HD26 | purified CAL PDZ, TMR-peptide fluorescence polarization, 1 h | inhibition, % at 24.9 µM | hit rate 0.92% among 300,000 | AID 602252;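 active means mean inhibition of at least 30% with at least half of replicates also reaching 30%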;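 further: 0% = DMSO neutral control and 100% = excess unlabeled competitor peptide PRC23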
LANA DNA inh – KSHV C-LANA DNA binding inhibition; hit rate 0.078% among 340,000; AID 504423; inhibition, % at 9 µM; MBP-C-LANA/FAM-LBS DNA binding, fluorescence polarization;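 active means highest replicate inhibition at or above 60% at 9 µM, even if other replicates fall short; inactive means all replicates below 60% inhibition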;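 further: 0% = neutral control wells and 100% = 4 µM acridine orange control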
CAL PDZ FP-2 – inhibitors of human CAL PDZ peptide binding | Q9HD26 | purified CAL PDZ, TMR-peptide fluorescence polarization, 1 h | inhibition, % at 20 µM | hit rate 0.02% among 330,000 | AID 504414;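 active means highest replicate inhibition of at least 40%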;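 further: plate controls were DMSO neutral control wells for no effect and unlabeled competitor peptide control wells for full effect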
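Assay system – tagged CAL PDZ protein CerCALP, purified · Timing – 1 h at RT · Compound – single point, 20 µM · Measured by – fluorescence polarization from S- and P-plane intensities, G-factor corrected · Evaluation – inhibition from polarization loss · Probe or stimulus – TMR reporter peptide T*-PRC34 · Buffer or medium – pH 7.4 phosphate-saline buffer, reducing agent, detergent, IgG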
RTF Ca sens act – increases calcium sensitivity of human cardiac regulated thin filaments. P19429+P45379. hit rate 0.24% among 340,000. IANBD-labeled TnC RTF fluorescence at EC20 calcium; 0% EC20 calcium, 100% full calcium. activation, % at 7.2 µM. AID 493008;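 active means activation above the mean over all tested compounds plus 3 SD, cut at about 30% in these data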;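 further: rise in fluorescence read as greater calcium sensitivity of cardiac thin filaments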
SR-BI uptake up – SR-BI HDL lipid transfer activation | activation, % at 12.5 µM | hit rate 0.096% among 320,000 | CHO ldlA[mSR-BI] cells, DiI-HDL uptake fluorescence, 3 h; 100 = double the neutral-control signal;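 active means mean replicate activation of at least 60% and every replicate at or above 60%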;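 further: 0% = median plate neutral-control signal and 100% = twice that signal; values of inactives mirror those of a sister screen read the other way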
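material = CHO ldlA[mSR-BI] cells | medium = Ham's F12 with 0.5% BSA, HEPES 25 mM, pH 7.4 | reagent = fluorescent DiI-HDL, 10 µg/mL final | compound dosing = single-point compound dose | incubation = 3 h, 37 °C | measured by = bottom-read fluorescence, 550/595 nm | measure = HDL uptake via cellular fluorescence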
PKA-R2B activ – activates the human PKA-R2B holoenzyme complex | PKA-R2B holoenzyme dissociation, Cy5-IP20 fluorescence polarization; R2B truncated from residue 108, S112A mutant; 0% DMSO only, 100% 113 µM cGMP | activation, % at 11.4 µM | hit rate 0.079% among 340,000 | AID 504700;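 active means activation above a cutoff set at the mean over all compounds plus 3 SD, cut at about 18% in these data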;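 further: higher means more holoenzyme dissociation and a rise in polarization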
Target sequence (P31323 whole entry, looked up, other chains not shown, the tested form may be a part): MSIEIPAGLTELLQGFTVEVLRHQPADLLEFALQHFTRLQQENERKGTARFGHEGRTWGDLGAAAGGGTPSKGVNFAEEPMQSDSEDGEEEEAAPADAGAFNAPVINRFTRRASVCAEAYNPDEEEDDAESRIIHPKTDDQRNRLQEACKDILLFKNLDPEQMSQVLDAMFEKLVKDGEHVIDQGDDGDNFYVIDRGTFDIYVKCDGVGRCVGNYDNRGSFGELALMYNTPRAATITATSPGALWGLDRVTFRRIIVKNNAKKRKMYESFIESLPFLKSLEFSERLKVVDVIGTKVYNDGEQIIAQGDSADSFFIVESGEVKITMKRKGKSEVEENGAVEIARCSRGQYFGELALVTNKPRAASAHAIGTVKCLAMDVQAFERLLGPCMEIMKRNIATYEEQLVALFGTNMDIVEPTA
Keap1 Nrf2 FP – disrupts human Keap1 binding to Nrf2 peptide. Q14145. inhibition, % at 9.4 µM. hit rate 0.15% among 340,000. Keap1 Kelch-Nrf2 peptide fluorescence polarization, 1536-well; in the data active means inhibition above about 12%;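 further: human Keap1 Kelch domain with fluorescein labeled Nrf2 9mer peptide probe; 0% = neutral control wells and 100% = peptide positive control; higher means more block of Keap1 binding to Nrf2 peptide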
Target sequence (Q14145 whole entry, looked up, the tested form may be a part): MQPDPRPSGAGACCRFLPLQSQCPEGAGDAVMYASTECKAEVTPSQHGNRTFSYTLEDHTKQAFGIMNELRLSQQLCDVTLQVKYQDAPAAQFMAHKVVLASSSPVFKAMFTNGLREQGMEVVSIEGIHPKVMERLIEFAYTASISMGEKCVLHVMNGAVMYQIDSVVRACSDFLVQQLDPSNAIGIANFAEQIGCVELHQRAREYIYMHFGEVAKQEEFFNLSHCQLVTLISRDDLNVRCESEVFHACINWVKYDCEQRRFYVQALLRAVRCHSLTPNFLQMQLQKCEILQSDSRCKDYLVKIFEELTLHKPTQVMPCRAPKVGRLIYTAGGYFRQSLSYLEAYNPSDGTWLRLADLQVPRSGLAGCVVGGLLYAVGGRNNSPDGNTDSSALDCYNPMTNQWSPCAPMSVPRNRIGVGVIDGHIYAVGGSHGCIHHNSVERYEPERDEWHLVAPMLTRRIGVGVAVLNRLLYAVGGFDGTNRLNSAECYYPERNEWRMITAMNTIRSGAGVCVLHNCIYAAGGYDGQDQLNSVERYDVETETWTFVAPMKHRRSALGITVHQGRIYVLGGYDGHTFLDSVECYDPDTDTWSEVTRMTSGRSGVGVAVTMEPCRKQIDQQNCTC
DAGLB inhibitor – diacylglycerol lipase beta (human) inhibition; HEK293T DAGLB membrane lysate, EnzChek fluorogenic substrate; inhibition, % at 5.17 µM; hit rate 0.059% among 340,000; in the data active means inhibition above about 34%;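 further: 0% = enzyme with vehicle and 100% = wells lacking enzyme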
An asterisk follows results filed as active; . = no result given.

SMILES	Cardiac RTF inh	Rtt109 Vps75	CAL PDZ FP-1	LANA DNA inh	CAL PDZ FP-2	RTF Ca sens act	SR-BI uptake up	PKA-R2B activ	Keap1 Nrf2 FP	DAGLB inhibitor
Cc1ccc(C)c(SCC(=O)OC/C(O)=C(\C#N)c2nc3ccccc3[nH]2)c1	-20	27	0	6.3	-0.3	10	6	-7	-5	7
COc1ccc(OC)c(NC(=O)c2cccnc2Sc2ccccc2)c1	-8	9	-4	-0.2	0.2	-1	37	6	-4	2
Cc1cccc(C(=O)O[C@@H]2[C@H](Cc3ccccc3)NS(=O)(=O)[C@H]3C[C@@H]4C=C[C@]23O4)c1	-5	-1	-2	-1.2	-0.5	5	23	-4	-2	3
CC(=O)NC(=S)Nc1ccc(NC(=O)c2cccnc2)cc1	-2	-2	.	-1.4	-0.3	11	-10	-6	-6	-1
Cc1ccc(-c2nc3ncccc3o2)cc1NC(=O)c1cccs1	-13	-7	8	2.3	-2.0	-1	-22	-1	-1	0
Cc1ccc2c(C)nc(Nc3nc(CSc4nnnn4-c4ccccc4)cc(=O)[nH]3)nc2c1	-13	-1	-1	-2.5	-3.0	3	6	1	-1	-4
CCOC(=O)c1cc(-c2ccc3c(c2)OCCO3)n[nH]1	-4	8	.	-0.2	-1.9	4	24	-13	0	0
CCN(CC)CCNC(=O)c1ccc(NC(=O)c2ccc(S(=O)(=O)N3CCCCCC3)cc2)cc1	-10	22	-9	-0.7	-4.2	-1	-9	-5	-1	1
CC(C)CC(=O)Nc1ccc(N2CCN(S(C)(=O)=O)CC2)cc1	7	13	-1	0.9	-0.1	-5	46	-5	2	0
CCOC(=O)c1c(NC(=O)Cn2cnc3scc(-c4ccc(C)cc4)c3c2=O)sc(C)c1C	-4	8	5	0.7	-1.1	1	-5	1	-8	-10
Cc1noc(C)c1COc1ccc(C(=O)NNC(=O)c2ccccc2O)cc1	-25	-7	-1	1.5	-2.2	1	-95	0	-4	5
Cc1ccccc1CC(=O)N1CC(C)OC(C)C1 (stereo not given)	0	-4	6	-2.0	0.1	-5	22	-4	-1	1
O=C(NCc1nnnn1-c1cccc(F)c1)c1ccc(S(=O)(=O)N2CCOCC2)cc1	-24	-4	-4	-0.1	-1.2	-5	16	-1	2	-3
COCCNC(=O)CSc1nc2ccccc2c(=O)n1-c1cccc(OC)c1	-5	0	-1	0.4	0.9	4	20	0	-1	-2
CCn1c(=O)c([N+](=O)[O-])c(N2CCSCC2)c2ccccc21	-3	3	1	0.6	-2.1	0	15	2	-8	2
COc1ccc(-n2nnnc2/C(=C/N(C)C)C(=O)c2ccccc2)cc1	-14	9	.	-0.6	0.6	0	17	-7	2	-2
O=C(O)/C=C/C(=O)Nc1ccc(NC(=O)c2ccccc2)c(Cl)c1	-1	14	.	2.4	0.5	2	-15	4	-4	-7
CC(C)CNC(=S)Nc1ccc(F)cc1	-2	-3	-3	-0.1	-0.6	0	1	4	-2	-2
COc1ccc(-c2noc(=O)n2Cc2cc(C)ccc2C)cc1	0	-8	.	0.0	-1.1	6	16	-1	-4	-7
COc1cc(/C=C/c2nc(N)nc(-c3ccccc3O)n2)cc(OC)c1OC	4	1	0	3.0	-2.3	1	-16	-8	-6	-5
COc1ccc(CNC(=O)C(C#N)c2nc3ccccc3nc2N2CCCC2)cc1 (stereo not given)	-405	-11	-1	18	-0.9	51*	17	4	5	-3
Nc1ccccc1Nc1cc(-c2ccccc2)[nH]n1	-4	6	3	0.9	0.7	9	-6	-16	0	0
CC1CCN(S(=O)(=O)c2ccc(S(=O)(=O)NCc3ccco3)cc2)CC1	-8	-3	0	-2.6	0.2	3	-8	5	1	-3
C=CCn1c(-c2ccccc2)cc(SC)c(C#N)c1=O	-12	-4	-1	0.5	-0.6	2	-46	3	2	-9
Clc1ccc(Nc2nc3cccnc3s2)cc1	-1	0	3	0.4	-0.4	0	9	-7	-2	-3
CC1CCCCN1C(=O)COC(=O)C1CCN(S(=O)(=O)c2ccc3c(c2)OCCO3)CC1 (stereo not given)	-18	8	8	-0.8	-3.5	-1	-12	7	5	1
Cn1c(=O)[nH]c(=O)c2[nH]c(CO)nc21	-3	-19	1	0.4	-0.1	4	4	-14	-1	-1
CCS(=O)(=O)NCc1cn2c(C)csc2n1	-12	-3	-6	-0.4	-1.2	3	22	-1	0	-3
COC(=O)C1=C(C)N(Cc2ccccc2)C(=NCc2cc(OC)c(OC)c(OC)c2)N[C@H]1c1ccc(Br)cc1	-14	8	-2	-0.8	-0.6	-4	21	5	1	1
COCc1[nH][nH]c(=O)c1C=Nc1ccc(Oc2ccccc2)cc1	1	-95	-1	-0.4	-0.9	2	5	-3	2	2
Cc1ccc(C)c(C(=O)N(C)CC(=O)Nc2ccccc2C(F)(F)F)c1	-1	8	.	0.4	-2.0	-3	-5	-3	5	1
CCN(C[C@H]1N[C@@](CC)(C(=O)OC)[C@H]2C(=O)N(Cc3ccccc3)C(=O)[C@@H]12)C(=O)COc1ccccc1	3	2	0	-3.6	0.3	4	9	-6	-1	-1
CC12CCC(C(N)=O)(C1Br)C2(C)C (stereo not given)	6	6	-1	-0.9	-1.6	-2	13	-6	-4	2
Cc1cc(C)nc(/N=C(\N)Nc2ccc3c(c2)OCCO3)n1	-32	0	8	-0.5	-2.1	0	22	-4	-5	1
COc1ccc(OC)c(NC(=O)Nc2cccc(Cn3cccn3)c2)c1	1	-5	-4	0.1	0.5	1	-30	-13	-5	0
C=CCOc1ccc(/C(O)=C2/C(=O)C(=O)N(CCN3CCOCC3)C2c2ccc(C)cc2)cc1 (stereo not given)	3	5	0	1.0	-0.8	1	0	-4	-1	-3
O=C(Nc1ccccc1N1CCOCC1)c1ccc2c(c1)OCCO2	-1	-1	.	0.1	-0.3	-1	-31	-1	-5	-4
CCCCCNC(=O)c1ccc2c(=O)n(CCCOCC)c(=S)[nH]c2c1	1	-2	-2	-0.1	-2.6	-4	2	4	0	-2
C[N+]1(C2CCC3CCCC2C3O)CCCC1 (stereo not given)	-8	-4	2	-1.2	-4.3	-2	12	-1	-8	0
Cc1ccc(S(=O)(=O)N2CCN(C(=O)CCn3cncn3)CC2)cc1	-5	4	-7	-0.5	-2.3	2	7	-9	-3	-1
COc1ccc2cc(-c3[nH]ncc3CN3CCCN(c4ccccc4)CC3)ccc2c1	-5	.	-7	0.4	-0.3	-2	-2	-5	-5	2
COc1ccc(CNC(=O)c2cnc3n(c2=O)CCS3)cc1	0	0	.	-0.3	-1.3	-5	.	-6	-3	-2
COc1ccc(Nc2nc(N)nc(CN3CCN(c4ccccn4)CC3)n2)cc1	-11	12	-5	-0.3	-0.2	2	11	-2	2	-2
Cc1ccc(S(=O)(=O)N2CCCCC2)cc1NC(=O)COC(=O)c1cccn1C	1	-8	1	0.7	0.8	-2	-15	0	0	-1
Cc1csc(NC(=O)c2cc(=O)[nH]c3ccccc23)n1	-16	-32	0	2.0	-1.6	0	.	-5	1	1
CCOC(=O)C1CCCN(Cc2cc(OC)c(O)c(OC)c2)C1 (stereo not given)	-3	-6	-3	-0.1	-0.5	3	24	-3	-1	-3
CCOC(=O)CON1C(=O)c2ccccc2C1=O	7	-1	2	-1.8	-1.5	6	24	-7	4	1
CCOc1cc(/C=C2\C(=O)N(Cc3ccco3)C(C)=C2C(=O)OC)ccc1O	-12	9	.	1.0	-0.7	3	-12	-3	-1	0
N#C/C(=C/c1ccc(F)cc1)C(N)=S	-6	12	0	1.1	-2.5	1	-3	-6	0	-1
CCCCCNC(=O)Cn1c(=O)c2c(ncn2CC(C)C)n(Cc2ccccc2)c1=O	-7	2	1	1.2	-2.1	-6	.	-9	1	-2
COc1ccc(NC(=O)CSc2nnc(C)c(=O)n2N)cc1	0	-3	-2	-1.3	0.6	-5	5	-9	0	0
COc1ccc(N2CCN(S(=O)(=O)CCNC(=O)c3ccc(Br)o3)CC2)cc1	-8	-17	0	-0.7	-2.8	1	10	4	1	-2
Cc1cc(C)c(NC(=O)c2ccccc2CCc2ccccc2)c(C)c1	1	-2	1	1.4	0.2	6	-72	4	2	-9
Cn1c(=O)c2sccc2n(Cc2ccccc2)c1=O	3	-5	1	1.1	-1.5	-5	3	0	-2	1
CCC(Sc1nc2ncccc2[nH]1)C(=O)NC1CCC(C)CC1 (stereo not given)	2	3	.	1.1	-0.3	-1	35	11	3	3
CCCCOC(=O)Nc1ccc(N2CCCCC2)cc1	-4	3	-2	-0.2	0.2	5	6	2	-1	1
O=C(N/N=C/c1cc(O)ccc1[N+](=O)[O-])c1ccc2c(c1)OCCO2	0	-2	2	3.1	-2.1	-4	-6	19*	-1	1
CC(C)c1ccc(NC(=S)NC2CC3C=CC2C3)cc1 (stereo not given)	-2	-9	0	-1.7	0.2	11	.	-8	-2	-7
C=CCNC(=O)CSc1nnc(-c2ccncc2)n1CCc1ccccc1	-3	-1	2	5.2	-0.9	5	4	-6	-1	-2
Fc1ccccc1COc1ccc2ccccc2c1CNc1nn[nH]n1	-3	-3	-5	0.1	-1.9	1	3	-1	-2	6

Record cards (already shown). Order of values: Cardiac RTF inh | Rtt109 Vps75 | CAL PDZ FP-1 | LANA DNA inh | CAL PDZ FP-2 | RTF Ca sens act | SR-BI uptake up | PKA-R2B activ | Keap1 Nrf2 FP | DAGLB inhibitor
CCC(Sc1nc2ncccc2[nH]1)C(=O)NC1CCC(C)CC1 (stereo not given) is listed as 2 | 3 | . | 1.1 | -0.3 | -1 | 35 | 11 | 3 | 3
Cc1cc(C)c(NC(=O)c2ccccc2CCc2ccccc2)c(C)c1 is listed as 1 | -2 | 1 | 1.4 | 0.2 | 6 | -72 | 4 | 2 | -9
COc1ccc(CNC(=O)c2cnc3n(c2=O)CCS3)cc1 is listed as 0 | 0 | . | -0.3 | -1.3 | -5 | . | -6 | -3 | -2

Next section.
SMILES	Cardiac RTF inh	Rtt109 Vps75	CAL PDZ FP-1	LANA DNA inh	CAL PDZ FP-2	RTF Ca sens act	SR-BI uptake up	PKA-R2B activ	Keap1 Nrf2 FP	DAGLB inhibitor
Cc1ccc(S(=O)(=O)N/N=C\c2ccc3c(c2)OCO3)cc1	-5	-5	-2	1.6	-2.1	7	.	7	-4	-1
Cc1cc(NC(=O)CN2C(=O)NC(C)(c3ccccc3Cl)C2=O)no1 (stereo not given)	-7	-10	.	-1.5	-1.2	0	7	4	-4	-1
O=C1c2cccc3cccc(c23)C(=O)N1CC1CCN(S(=O)(=O)c2ccccc2)CC1	0	9	2	-1.7	-0.2	-2	8	-4	5	1
Cc1ccccc1N1CCN(C2CCCN(C(=O)CCC(=O)N(C)C)C2)CC1 (stereo not given)	-5	2	.	1.0	-0.8	-11	-2	13	1	2
